High-throughput results (PubChem BioAssay)
TNAP inh no acc: human TNAP enzyme inhibitors, primary screen, biochemical, luminescent, no phosphate acceptor, uHTS | Alkaline phosphatase, tissue-nonspecific isozyme (Homo sapiens), P05186 | purified TNAP, CDP-star luminescence, 30 min | inhibition, % at 20 µM | 200,000 compounds, 0.26% hits;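 active = tissue-nonspecific alkaline phosphatase inhibition above about 50% at 20 µM in the single-dose screen, limit read from the data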;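 also: 0% = DMSO negative control and 100% = EDTA positive control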
Target sequence (P05186 whole entry, looked up): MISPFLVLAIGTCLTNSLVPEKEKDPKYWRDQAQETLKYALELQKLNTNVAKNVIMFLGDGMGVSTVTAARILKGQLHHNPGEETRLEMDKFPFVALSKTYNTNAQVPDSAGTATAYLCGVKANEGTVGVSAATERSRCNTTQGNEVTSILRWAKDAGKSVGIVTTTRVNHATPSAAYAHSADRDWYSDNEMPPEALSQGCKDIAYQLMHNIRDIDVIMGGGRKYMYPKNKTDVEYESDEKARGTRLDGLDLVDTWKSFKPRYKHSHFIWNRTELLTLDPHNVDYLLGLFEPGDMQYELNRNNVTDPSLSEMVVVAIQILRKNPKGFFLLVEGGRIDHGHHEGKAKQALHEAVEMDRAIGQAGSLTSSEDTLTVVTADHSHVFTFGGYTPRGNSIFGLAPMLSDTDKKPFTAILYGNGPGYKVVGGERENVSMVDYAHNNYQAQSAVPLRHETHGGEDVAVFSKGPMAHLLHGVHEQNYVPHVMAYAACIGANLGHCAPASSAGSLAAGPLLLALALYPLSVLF
bIAP activator: bovine intestinal alkaline phosphatase activators, primary screen, biochemical, bovine IAP, CDP-star luminescence; 200,000 compounds, 0.17% hits; alkaline phosphatase, intestinal [Bos taurus]; purified bovine IAP, 30 min; stronger effect = higher value; fold of DMSO-control signal, blank-subtracted; activation factor at 20 µM;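 active = activation factor of 2 or more at 20 µM, a signal rise over negative controls twice the positive control's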
FLuc inh counter: firefly luciferase enzyme inhibitors, primary screen, artefact control for luciferase-based inhibitor screens, biochemical, luminescence, ATPLite; 10 min; inhibition, % at 10 µM; 200,000 compounds, 1.5% hits; AID 1006, 2008;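 active = inhibition above about 50% when tested at 10 µM, limit read from the data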
Target sequence (P08659 whole entry, looked up): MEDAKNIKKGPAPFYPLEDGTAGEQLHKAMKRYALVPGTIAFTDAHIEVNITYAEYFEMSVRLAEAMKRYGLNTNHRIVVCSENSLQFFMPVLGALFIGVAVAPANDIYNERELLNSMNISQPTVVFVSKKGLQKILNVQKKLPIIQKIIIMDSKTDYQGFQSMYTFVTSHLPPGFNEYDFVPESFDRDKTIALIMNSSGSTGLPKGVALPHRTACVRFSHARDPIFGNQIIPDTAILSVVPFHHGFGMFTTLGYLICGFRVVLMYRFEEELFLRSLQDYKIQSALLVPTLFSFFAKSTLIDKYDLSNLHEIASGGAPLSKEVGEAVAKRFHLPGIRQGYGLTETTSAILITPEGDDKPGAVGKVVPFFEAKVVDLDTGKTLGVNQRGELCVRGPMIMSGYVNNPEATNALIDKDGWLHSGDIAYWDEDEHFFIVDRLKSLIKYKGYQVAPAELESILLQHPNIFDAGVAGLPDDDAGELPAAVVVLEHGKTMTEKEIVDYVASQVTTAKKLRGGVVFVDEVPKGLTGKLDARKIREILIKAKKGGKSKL
TNAP act hiacc: TNAP activators at high phosphate acceptor level, primary screen, biochemical, luminescence, uHTS. Alkaline phosphatase, tissue-nonspecific isozyme (Homo sapiens), P05186. purified TNAP, CDP-star luminescence, 1 M DEA, 30 min; stronger effect = higher value; 0 = EDTA background, 1 = DMSO-only activity. activation factor at 20 µM. 200,000 tested, under 10 active. AID 1136, 2008;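 active = activation factor at least 2 at 20 µM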
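Test system – human TNAP · Doses – 20 µM single point · Incubation – 30 min, room temperature · Signal – luminescent substrate turnover signal · Read-out basis – activation factor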
bIAP inh: bovine intestinal alkaline phosphatase inhibitors, primary screen, selectivity assay for TNAP inhibitor project, biochemical, bovine IAP, CDP-star luminescence. inhibition, % at 20 µM. 190,000 tested, under 10 active. alkaline phosphatase, intestinal [Bos taurus]. AID 1019, 2008. purified bovine IAP, 30 min;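 active = over 50% inhibition of intestinal alkaline phosphatase at 20 µM in the single-dose screen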
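Assay system: bovine IAP enzyme; medium: DEA buffer 100 mM, pH 9.8, with MgCl2 1.0 mM, ZnCl2 0.02 mM; doses: 20 µM single dose; incubation: enzyme reaction for 30 min at room temperature; detection: CDP-star luminescence signal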
RAM inhibit: inhibitors of the yeast RAM network, primary screen, dse1pr::URA3 reporter, 5-FOA selection; S. cerevisiae dse1pr::URA3 reporter, 5-FOA growth OD615, 2 d; analog-sensitive cbk1-as2 kinase mutant strain; inhibition, % at 50 µM; 190,000 compounds, 1.8% hits;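 active = inhibition above a set limit, 3 SD over mean compound inhibition, cut at about 8.4% in these data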;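 also: 0% = DMSO-only wells with no growth and 100% = 10 µM 1-NA-PP1 full growth; inhibition rescues growth on 5-FOA so higher OD means more RAM inhibition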
FLuc stim CS: FLuc activators, initial screening, artefact control for FLuc-dependent activation tests, biochemical, ATPlite luminescence; ATPlite luciferase biochemical, 10 min; 0 = ATP-free wells, 1 = DMSO control; 200,000 tested, under 10 active; activation factor at 10 µM; AID 1027, 2008;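 active = luciferase activation factor, scaled between plate controls, of at least 2 with compound at 10 µM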
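System: Luciferase/luciferin detection reagent, cell-free biochemical luciferase assay | Medium: PBS buffer for ATP | Dosing: Test compounds dosed from 2 mM stocks in 100% DMSO | Timing: 10 min at ambient temperature | Signal: Luminescence measurement of luciferase light output | Evaluation: Luciferase activation, seen as luminescence increase over controls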
TNAP inh hiacc: human TNAP enzyme inhibitors, primary screen, biochemical, luminescent, high phosphate acceptor level, uHTS; Alkaline phosphatase, tissue-nonspecific isozyme (Homo sapiens), P05186; purified TNAP, CDP-star luminescence, 1 M DEA; inhibition, % at 20 µM; 200,000 compounds, 0.03% hits;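 active = over 50% inhibition of tissue-nonspecific alkaline phosphatase at 20 µM in the single-dose screen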;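 also: plate controls were DMSO wells for no effect and EDTA-quenched wells as full inhibition for full effect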
APP 5UTR inh: inhibitors of APP translation via 5'UTR reporter, primary screen, APP 5'UTR luciferase, SH-SY5Y cells; SH-SY5Y APP 5'UTR-luciferase reporter, luminescence; inhibition, % at 2 µM; 190,000 compounds, 0.82% hits;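 active = inhibition above a set limit, derived from the sample mean plus 3 SD, cut at about 45% in these data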; also: values of inactives mirror those of a sister screen read the other way
L major viab: Leishmania major promastigote growth inhibition, primary screen. AID 1063, 2008. inhibition, % at 10 µM. Leishmania major promastigotes, resazurin fluorescence viability. 200,000 compounds, 9% hits; in the data active = inhibition above about 50%;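 also: promastigotes grown with compound for 44 hours at 28 °C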
* = called active by the depositor; . = not tested or not shown.

SMILES	TNAP inh no acc	bIAP activator	FLuc inh counter	TNAP act hiacc	bIAP inh	RAM inhibit	FLuc stim CS	TNAP inh hiacc	APP 5UTR inh	L major viab
Cc1cccc(NC(=O)NC2CC(=O)N(c3ccc4c(c3)OCCO4)C2)n1 (stereo not given)	-5	1.1	-2	1	-6	4.4	1	1	-7	-6
O=C(CCCCCNC(=O)c1ccccc1)N/N=C/c1ccccc1	-17	0.6	3	1.1	40	1.2	1	-7	13	-3
CCOc1ccc(C2CC(c3cccc(OC)c3)Nc3nc(N)nn32)cc1 (stereo not given)	-14	1.1	-1	1	-6	0.3	1	2	11	-6
COc1ccc(CCNC(=O)C2CCN(c3nn4c(=O)cc(C)nc4s3)CC2)cc1OC	-2	1	-4	1	-2	-0.8	1	-3	-15	-7
COc1ccc(Oc2nnc(C)c3ccccc23)cc1	-23	0.9	14	1.1	14	0.3	0.9	-6	-38	6
O=C(NCc1ccccc1)N[C@@H](Cc1ccccc1)C(=O)O	-11	0.8	-6	1	15	1.2	1.1	-2	2	1
Cn1nc(C(=O)Nc2nc3ccccc3[nH]2)ccc1=O	-38	1.2	29	1	-24	3.0	0.7	-2	-32	-1
COC(=O)/C=C1\C(=O)N(c2nc3ccc(OC)cc3s2)C(=S)N1c1ccc(F)cc1	-11	0.8	-5	1	21	2.3	1	-1	-2	67*
CC1(C)CC(=O)C2=C(C1)Nc1ccccc1NC2c1ccccn1 (stereo not given)	-3	0.7	-2	1	35	-0.4	1	-2	-19	-1
O=[N+]([O-])c1c(Nc2ccccc2O)ccc2nonc12	15	0.5	-6	0.8	.	3.4	1.1	18	-9	4
CCNC(=O)CC1C(=O)N(c2ccc(C)cc2)C(=O)N1CCc1sccc1C (stereo not given)	-2	1.1	1	1	-8	-0.3	1	2	-4	-3
Cc1nc(Oc2cccc(Cl)c2)c2oc3ccccc3c2n1	-9	0.8	-9	1.1	18	4.3	1.1	-6	-14	-3
CCOC(=O)c1c(C)[nH]c(C(=O)/C(C#N)=C/c2ccc(OCC)cc2)c1C	-3	1	1	1	2	1.1	1	2	27	0
Cc1cc(C)nc(NC2=NCC(=O)N2c2ccc(Cl)cc2)n1	-16	1.1	1	1	-12	2.7	1	-1	-11	4
CCN(CC)c1ccc(NC(=O)CSc2nc(C)cc(=O)[nH]2)cc1	-20	1	-5	1.1	3	-0.2	1.1	-9	5	-6
COC(=O)c1ccccc1NC(=O)CN1C(=O)CSC1=O	0	0.8	-9	1	17	3.2	1.1	-4	16	-6
CCOC(=O)Cn1c(=O)oc2cc(S(=O)(=O)NCCc3ccc(C)cc3)ccc21	-9	0.8	-4	1	23	1.2	1	0	8	-8
COCCSc1nc2sc3c(c2c(=O)n1-c1ccccc1)CCN(C)C3	-13	1.1	-3	1	-9	0.4	1	0	17	100*
COc1cc(S(=O)(=O)NC2CCCCC2)ccc1F	-5	0.8	3	1.1	22	0.6	1	-5	-8	-5
CCN(CC)S(=O)(=O)c1ccc(N2CCOCC2)c(NC(=O)c2ccccc2)c1	-8	0.9	2	1	12	1.0	1	-2	6	4
O=C(Nc1ccc2oc(-c3ccccc3F)nc2c1)c1cncc(Br)c1	-10	1	-5	1	-1	4.3	1	-2	-11	-4
Cc1ccc(C2=NN(C(=O)C3CCCO3)C(c3ccco3)C2)cc1 (stereo not given)	-12	1	0	1.1	4	-0.9	1	-8	2	19
CCc1sc(N2C(=O)C3C4CCC(C4=C(C)C)C3C2=O)nc1-c1ccccc1 (stereo not given)	0	0.9	-5	1	6	5.7	1	-4	1	-7
Cc1ccc(C)c(NC(=S)N2CCN(CCO)CC2)c1	-8	0.9	-5	1	9	0.8	1.1	-3	14	46
Cc1ccc(C(c2nnnn2C2CCCC2)N2CCc3ccccc32)cc1 (stereo not given)	2	1	-6	1	-1	12*	1.1	-3	-11	13
COc1ccccc1-c1coc2cc(O)cc(O)c2c1=O	-8	0.8	1	1	15	1.2	1	-5	-10	7
COc1ccccc1N(CC(=O)Nc1cccc(C(F)(F)F)c1)S(C)(=O)=O	-5	0.9	-3	1	13	1.9	1	-3	14	4
CNC(=O)COC(=O)/C=C/c1ccc(F)cc1	-1	1.1	-5	1	-11	1.2	1	-1	18	-7
NNC(=O)c1cc2nc(-c3cccs3)cc(C(F)(F)F)n2n1	-8	1	-6	1	-2	-0.8	1.1	-4	0	6
COc1cc(C(=O)N/N=c2/sc3ccccc3n2C)cc(OC)c1OC	-27	1	-7	1.1	1	2.2	1.1	-7	8	-1
Cc1cccc(/C=N/n2c(-c3cc(-c4ccccc4)n[nH]3)n[nH]c2=S)c1	-58	1	4	0.9	2	2.5	1	9	-11	5
O=[N+]([O-])c1cc(-c2ncccn2)cs1	-6	2.5*	-5	1	-146	1.0	1.1	0	-4	1
O=C(Oc1ccc2c3c(c(=O)oc2c1)CCCC3)c1cccs1	-20	1	8	1	0	2.9	0.9	-1	.	3
CC(C)N(Cc1ccccc1)C(=O)CSc1nccn1C	-17	1	-7	1	4	7.6	1.1	-2	9	-7
Cc1nc(CNS(=O)(=O)c2cccc(F)c2)cs1	-12	1.1	-2	1.1	-8	.	1	-6	-20	-4
CCOc1ccc(CNCCNC(=O)c2nonc2N)cc1	-4	1	-3	1	4	2.2	1	-4	-11	-10
CC(NC(=O)c1ccc(Cl)cc1Cl)C(c1ccccc1)N1CCOCC1 (stereo not given)	-13	1	15	1.1	-4	1.0	0.9	-6	-5	4
N=c1c2c3c(sc2ncn1N)CCCC3	-5	0.9	-3	1	14	-0.1	1	-4	11	-4
CC1CC1c1ccc(/C=C(\C#N)C(=O)Nc2cc(Cl)ccc2Cl)o1 (stereo not given)	-4	1	0	0.9	3	8.7*	1	7	0	6
CC(=O)NCCN=C(C)c1sc2ccccc2c1O	-1	1	12	1	1	0.9	0.9	1	-48	-5
CCNc1nc(NCc2ccccc2)nc(Oc2ccc(=O)[nH]n2)n1	-12	1	-7	1	-1	1.6	1.1	-3	-20	-4
C/C=C1\C(OC2OC(CO)C(O)C(O)C2O)OC=C(C(=O)OC)C1CC(=O)OCC1C(C)C(OC(=O)CC2C(C(=O)OC)=COC(OC3OC(CO)C(O)C(O)C3O)/C2=C\C)CC1C(CO)CO (stereo not given)	5	1	-3	1.1	-4	-0.9	1	-5	-5	-12
CCOC(=O)c1cnc2ccccc2c1Nc1ccc(C(=O)O)cc1	-12	1.1	1	1.1	-8	0.6	1	-7	9	-10
CCOc1ccccc1CNCCOC	-12	1.1	-7	1	-8	-0.6	1.1	-4	-13	-1
COC(=O)c1ccccc1NC(=O)C(C)NS(=O)(=O)c1ccc(OC)cc1 (stereo not given)	-6	0.8	-1	1	17	0.5	1	1	7	7
Cc1ccnc(NC(=O)c2ccco2)n1	-4	1.1	-3	1	-14	0.3	1	-1	4	-6
Cc1ccc(NC(=O)CSc2nnc(-c3ccco3)o2)c(C)c1	-16	0.9	-4	1.1	11	2.9	1	-5	-4	-2
CC1CCN(C(=O)COC(=O)[C@H](C)NS(=O)(=O)/C=C/c2ccccc2)CC1	-2	1	-8	1	4	3.2	1.1	-4	-14	-1
COc1ccc(OCCn2cncn2)cc1	-20	0.9	-4	1.1	10	2.5	1	-7	-21	-5
O/N=C1\CCCC\C1=C/c1ccccc1	-5	1	-2	1.1	4	0.7	1	-5	22	-6
CN(c1ccc(C(=O)Nc2ccc(CC#N)cc2)cc1)S(C)(=O)=O	-9	1	9	1	2	1.1	0.9	2	-18	-9
CCOC(=O)N1CCOCCOCCN(C(=O)OCC)CCOCC1	-9	1	-3	1.1	2	0.5	1	-7	8	-6
O=C(Cc1ccccc1F)c1ccc(O)cc1O	-4	0.9	-3	1	5	0.9	1	0	-5	-2
O=C(NC1CCCCC1)c1cc([N+](=O)[O-])ccc1N1CCCCC1	6	0.6	0	0.9	42	1.5	1	11	2	3
N/C(Cc1ccc([N+](=O)[O-])cc1)=N\OC(=O)COc1ccc2ccccc2c1	-2	0.9	-4	1	10	12*	1	-2	3	-4
COc1cccc(C(=O)Nc2ncc3c(n2)CC(C)CC3=O)c1 (stereo not given)	-8	1	2	1	2	2.0	1	-2	-14	12
CCN1C(=O)c2cccc3c(S(=O)(=O)NCc4ccccn4)ccc1c23	-10	1	-4	1	3	0.0	1	-2	-7	65*

An excerpt of these results, with each value named:
structure: C/C=C1\C(OC2OC(CO)C(O)C(O)C2O)OC=C(C(=O)OC)C1CC(=O)OCC1C(C)C(OC(=O)CC2C(C(=O)OC)=COC(OC3OC(CO)C(O)C(O)C3O)/C2=C\C)CC1C(CO)CO (stereo not given)
  TNAP inh no acc = 5
  bIAP activator = 1
  FLuc inh counter = -3
  TNAP act hiacc = 1.1
  bIAP inh = -4
  RAM inhibit = -0.9
  FLuc stim CS = 1
  TNAP inh hiacc = -5
  APP 5UTR inh = -5
  L major viab = -12

structure: CC1CCN(C(=O)COC(=O)[C@H](C)NS(=O)(=O)/C=C/c2ccccc2)CC1
  TNAP inh no acc = -2
  bIAP activator = 1
  FLuc inh counter = -8
  TNAP act hiacc = 1
  bIAP inh = 4
  RAM inhibit = 3.2
  FLuc stim CS = 1.1
  TNAP inh hiacc = -4
  APP 5UTR inh = -14
  L major viab = -1

Single records (already shown). Values in the order: TNAP inh no acc	bIAP activator	FLuc inh counter	TNAP act hiacc	bIAP inh	RAM inhibit	FLuc stim CS	TNAP inh hiacc	APP 5UTR inh	L major viab
CC1CCN(C(=O)COC(=O)[C@H](C)NS(=O)(=O)/C=C/c2ccccc2)CC1 as listed: -2	1	-8	1	4	3.2	1.1	-4	-14	-1
CCOc1ccccc1CNCCOC as listed: -12	1.1	-7	1	-8	-0.6	1.1	-4	-13	-1
CCNc1nc(NCc2ccccc2)nc(Oc2ccc(=O)[nH]n2)n1 as listed: -12	1	-7	1	-1	1.6	1.1	-3	-20	-4
CCN1C(=O)c2cccc3c(S(=O)(=O)NCc4ccccn4)ccc1c23 as listed: -10	1	-4	1	3	0.0	1	-2	-7	65*
